# From PubChem
# Fluorescein autfl: fluorescein region autofluorescence. Compound autofluorescence, 480/540 nm, fluorescein-equivalent; hits give high values. max fluorescein-equivalent concentration, M. actives 0.91% (n = 59,000). AID 593; in the data active = max fluorescein-equivalent concentration above about 10 nM; inconclusive = between about 1.1 nM and that limit
#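 Compounds were pin-transferred into 100 mM Tris buffer, pH 8.0, and incubated 15 min at room temperature. Fluorescence was read at 480 nm excitation/540 nm emission. Signals were normalized to an on-plate six-point fluorescein standard curve as dye-equivalent concentration.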
# Hsp90 Hop PPI: changes Hsp90-Hop TPR2A binding signal, up or down; AID 595; Potency, µM (doses to about 57 µM), without a hit: top-dose activity change, negative = inhibition; actives 0.44% (n = 71,000); AlphaScreen TPR2A-His6 binding biotin-Hsp90 C-terminal peptide; active = well fitted curve in either direction with a large enough effect; inconclusive = small, poorly fitted or top-dose-only effect, or another doubt; note: potency is the fitted concentration of half-maximal effect; % is set by controls: 0 for no effect and ±100 for the full control effect; many of its hits are not listed in these tables
# CRE-bla Fsk: CRE-bla signaling modulation under forskolin stimulation | CHO CRE-bla reporter (cAMP response element driving beta-lactamase), forskolin EC10, beta-lactamase ratio | Potency, µM (titrated, usually from 38.2 µM), for the others: at the highest dose activity change, negative = inhibition, hits mostly activators | actives 2.5% (n = 71,000); active = well fitted activation curve with a large enough effect in the signal ratio, with a control signal flat, not every such curve was filed as active; inconclusive = small, poorly fitted or top-dose-only effect, or effect the other way, or a change in a side signal; the % refers to the signal ratio; note: potency is the fitted concentration of half-maximal effect; % of control where 0% means no effect
#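 Titrated compounds plus EC10 NKH 477 on CHO CRE-bla cells, 3 h, 37 °C. CCF4, 2 h RT. Ratio 460/530 nm → AC50.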
# ERK AVP block: vasopressin-driven ERK pathway inhibition; HEK293-V1b, vasopressin-stimulated pERK AlphaScreen; Potency, µM (series often up to 57.5 µM), for inactives: at the top dose activity, negative = inhibition, most hits filed as inhibitors; actives 0.99% (n = 72,000); note: potency is the fitted concentration of half-maximal effect; % is set by controls: 0 for no effect and ±100 for the full control effect; nearly all actives have a fitted effect of over 55% in size
#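 HEK293 cells stably expressing V1b receptor, seeded overnight in 1% FBS, were treated with compounds for 30 min at 37C, then stimulated 5 min with 25 nM vasopressin; phospho-ERK read by AlphaScreen SureFire after lysis.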
# Ub-GFP proteasome: proteasome inhibitors stabilizing ubiquitin-GFP reporter. Ubiquitin-GFP reporter cells, proteasome inhibition, GFP fluorescence; response scale: untreated = 0%, 10 µM MG-132 = 100%. Potency, µM (doses to about 45.9 µM), inactives show top-dose activation (GFP accumulation), usual class: activators. 67,000 tested, under 10 active; active = well fitted activation curve with a large enough effect, not every such curve was filed as active; inconclusive = small, poorly fitted or top-dose-only effect, or another doubt; inactive = no such curve, though single readings can be large or run the other way; note: potency is the fitted concentration of half-maximal effect
#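 U2OS Ub(G76V)-GFP reporter; O/N plating, 0.5% FBS; cpd 46 uM–2.9 nM, 4 h, 37 °C; GFP+ cell count, 488/515 nm; norm. to basal vs 10 uM MG-132; CRC fit.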
# Texas Red fluor: Texas Red region autofluorescence; Compound fluorescence, Texas Red channel, 547/618 nm; hits give high values; max dye-equivalent concentration, M; actives 0.06% (n = 59,000); AID 587; in the data active = max dye-equivalent concentration above about 10 nM; inconclusive = between about 1.1 nM and that limit
#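 Texas Red-region profiling: compounds in 100 mM Tris pH 8.0 were read at 547/618 nm after 15 min at room temperature. Intensities were normalized against a six-point Texas Red standard series to give dye-equivalent concentration.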
# HBB splice mod: hemoglobin beta splicing modulation; HBB splicing reporter cell assay, activation; EGFP reporter with mutant IVS2-654 intron; response scale: normalised to 500 nM splice-correcting PNA; Potency, µM (series often up to 46.1 µM), inactives show at the highest dose activation, most hits filed as activators; actives 0.06% (n = 65,000); note: potency is the fitted concentration of half-maximal effect; 0% is about no effect
#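 HeLa cells stably expressing EGFP interrupted by mutant beta-globin intron 2 (IVS2-654), 500/well in 2% FCS. Treated with compound for 2 days at 37C. Splicing correction scored as total well GFP intensity (488 nm excitation, 500-520 nm emission); 500 nM antisense PNA served as control.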
# A350 fluor: compound fluoresces in the Alexa 350 spectral region | actives 11% (n = 59,000) | max dye-equivalent concentration, M | Compound autofluorescence, 340/450 nm, Alexa 350 dye-equivalents; hits give high values | AID 590; in the data active = max dye-equivalent concentration above about 10 nM; inconclusive = mostly about 1.1 nM to 9.6 nM
# 4MU fluor: 4-MU region autofluorescence; actives 11% (n = 59,000); compound autofluorescence, 340/450 nm, 4-MU equivalents; hits give high values; max dye-equivalent concentration, M; in the data active = max dye-equivalent concentration above about 10 nM; inconclusive = mostly about 1.1 nM to 9.6 nM
#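 Intrinsic fluorescence at 340/450 nm (ex/em) was read after 15 min at room temperature in pH 8.0, 100 mM Tris. Each compound concentration expressed as 4-MU-equivalent concentration from a six-point 4-MU standard series on each plate.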
# FLuc inh: firefly luciferase inhibition; Potency, µM (highest dose often 57.1 µM), for inactives: top-dose activity change, negative = inhibition, most hits filed as inhibitors; AID 411; actives 2.2% (n = 72,000); P08659; purified firefly luciferase, luminescence, 8 min; note: potency is the fitted concentration of half-maximal effect; % is set by controls: 0 for no effect and ±100 for the full control effect; nearly all actives have a fitted effect of over 40% in size
# Target sequence (P08659 whole entry, looked up): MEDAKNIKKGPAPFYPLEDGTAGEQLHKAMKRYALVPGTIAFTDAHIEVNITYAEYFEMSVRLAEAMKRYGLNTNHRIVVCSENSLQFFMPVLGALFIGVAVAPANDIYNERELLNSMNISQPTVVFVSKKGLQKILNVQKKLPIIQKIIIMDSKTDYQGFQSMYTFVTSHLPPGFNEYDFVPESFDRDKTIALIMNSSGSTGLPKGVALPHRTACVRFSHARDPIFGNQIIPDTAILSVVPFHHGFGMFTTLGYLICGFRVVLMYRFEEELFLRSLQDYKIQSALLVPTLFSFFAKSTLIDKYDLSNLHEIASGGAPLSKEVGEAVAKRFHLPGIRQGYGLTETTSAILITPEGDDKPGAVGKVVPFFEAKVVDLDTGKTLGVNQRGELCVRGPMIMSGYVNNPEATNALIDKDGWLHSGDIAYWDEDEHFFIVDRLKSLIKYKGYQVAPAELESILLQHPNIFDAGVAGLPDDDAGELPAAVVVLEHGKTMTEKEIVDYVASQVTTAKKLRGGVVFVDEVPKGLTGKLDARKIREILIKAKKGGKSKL
#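 qHTS concentration-response profiling: light output of P. pyralis luciferase with luciferin and 10 uM ATP, imidazole buffer pH 7.2. Read by luminescence after 8-min room-temperature incubation.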
# GFP derepression: epigenetic modulators derepressing GFP locus in mouse cells; AID 597; actives 0.09% (n = 68,000); Potency, µM (highest dose often 46.1 µM), for the others: at the top dose GFP derepression (activation); mouse C127i GFP locus derepression, cytometry, 30 h; note: % of control where 0% means no effect
#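 Locus derepression in mouse mammary C127i cells whose integrated CMV-GFP reporter is normally silent; GFP expression after 30 h compound treatment was quantified by counting fluorescent cells.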
# Active calls of the source: *; i = inactive; ? = inconclusive; . = not tested or not shown; [ ] = another dose, or the depositor's remark. Unless noted, calls come from the whole dose curve; as a rule, active = well fitted curve in the direction sought with a large enough effect; inconclusive = small, poorly fitted or top-dose-only effect, or another doubt; inactive = no such curve, though single readings can be large; an effect the other way counts as inactive or inconclusive. A portion of the library. The share of hits here may be higher or lower than overall.
Compound,Fluorescein autfl,Hsp90 Hop PPI,CRE-bla Fsk,ERK AVP block,Ub-GFP proteasome,Texas Red fluor,HBB splice mod,A350 fluor,4MU fluor,FLuc inh,GFP derepression
Cc1cccc2cc(C(c3nnnn3Cc3ccc4c(c3)OCO4)N3CCCC3)c(=O)[nH]c12 (stereo unspecified),i,-4%,-4%,?,0%,i,.,i,i,3%,-2%
COc1ccccc1C1C(C(N)=O)=C(C)Nc2ncnn21 (stereo unspecified),i,-6%,-1%,-11%,-7%,i,1.1%,i,i,1%,0%
Cc1sccc1C1C(C#N)=C(N)SC(N)=C1C#N,1.2e-08M*,.,.,.,.,i,.,1.5e-08M*,1.2e-08M*,0%[25.5 µM],-3%[20.6 µM]
O=C(CSc1nc2ccccc2c(=O)[nH]1)c1cccs1,.,-2%,?,-11%,9%,.,-1.1%,.,.,4%,-2%
COc1ccc(-c2cc(C(F)(F)F)nc(SCCC(=O)N3CCN4CCCC4C3)n2)cc1 (stereo unspecified),i,-1%,8%,-11%,8%,i,-0.9%,?,?,1%,3%
O=c1[nH]c2cc(Cl)ccc2c(O)c1-c1ccc(Oc2ccccc2)cc1,?,0%,-16%,-3%,-2%,?,-0.2%,i,i,-2%,-1%
COc1ccc(CCNC(=O)c2cnn3ccccc23)c(OC)c1OC,.,-1%[2.3 µM],5%,-19%,-3%,.,-0.5%,.,.,-11%,.
Cc1ccc(S(=O)(=O)N2CCN(c3ncnc4c3cnn4-c3ccccc3)CC2)cc1,i,0%,-10%,13%,-1%,i,0.2%[57.5 µM],i,i,-2%,0%
O=C(O)Cn1cc(C(=O)c2ccco2)c2ccccc21,i,-3%,-7%,-17%,-1%,i,.,?,?,0%,-3%
CCn1c(CNc2ccccc2Cl)nnc1SCCN1CCCCC1,?,-2%,-2%,-5%,-1%,i,-0.7%,?,i,4%,1%
Cc1cc(C)nc(SCc2nnc(SCC(=O)Nc3ccc(Cl)c(C(F)(F)F)c3)o2)n1,?,-3%,-2%,-4%,-4%,i,-1.2%,i,i,2%,3%
CC(=O)c1cccc(NC(=O)CN(C2CCCCC2)S(C)(=O)=O)c1,i,-9%,-8%,10%,-4%,i,-0.9%,i,i,7%,0%
CCCCC(=O)Nc1ccc2c(c1)nc1n2CCOC1,?,-3%,0%,-27%,.,i,-0.3%[0.369 µM],i,i,-8%,0%
O=C(O)C1CCCN1c1ncccn1 (stereo unspecified),?,-3%,?,-3%,6%,?,-2.1%,i,i,1%,0%
NS(=O)(=O)c1ccc(NS(=O)(=O)/C=C/c2ccccc2)cc1,.,0%,-1%,12%,25%,.,-0.3%[9.22 µM],.,.,2%,-4%
CCn1c(SCC(=O)c2ccccc2)nnc1-c1ccoc1C,i,-9%,-5%,-25%,-4%,i,.,i,i,-5%,?
COc1ccccc1C1N(c2ccc(F)cc2)C(=O)C2CCCN21 (stereo unspecified),i,1%,-13%,4%,0%,i,-2.3%,i,i,-1%,0%
CC1=C(C(N)=O)C(c2cccc(O)c2)n2nc(CCCO)nc2N1 (stereo unspecified),.,1%,-1%,5%,1%,.,0.1%,.,.,-1%,0%
COCCN1CN=C(Nc2nc3ccccc3s2)NC1,i,-6%,?,-28%,14%,?,-0.7%,i,i,-2%,-3%
CCOC(=O)CSC1=C(C#N)C(c2ccc3c(c2)OCO3)CC(=O)N1 (stereo unspecified),?,.,.,.,.,i,.,i,i,2%[25.5 µM],0%[20.6 µM]

# The last 2 compounds of the part above come first, to join the parts.
Compound,Fluorescein autfl,Hsp90 Hop PPI,CRE-bla Fsk,ERK AVP block,Ub-GFP proteasome,Texas Red fluor,HBB splice mod,A350 fluor,4MU fluor,FLuc inh,GFP derepression
COCCN1CN=C(Nc2nc3ccccc3s2)NC1,i,-6%,?,-28%,14%,?,-0.7%,i,i,-2%,-3%
CCOC(=O)CSC1=C(C#N)C(c2ccc3c(c2)OCO3)CC(=O)N1 (stereo unspecified),?,.,.,.,.,i,.,i,i,2%[25.5 µM],0%[20.6 µM]
CCCN1Cc2cccc(C(=O)NCc3cccs3)c2C1=O,i,3%,?,25%,-6%,i,-0.6%,i,i,0%,-3%
COc1cccc2c1[C@H](CO)N1[C@H](C#N)[C@@H]3C[C@H](C(=O)O)[C@@H]([C@@H]1C2)N3C,?,-2%[11 µM],?,-2%[11.5 µM],-11%[9.17 µM],i,0.7%[9.22 µM],i,i,0%[11.4 µM],-2%[9.22 µM]
COc1cc([C@H](O)CO)ccc1O,i,-3%,6%,23%,3%,?,0.2%,i,i,-1%,0%
CC(=O)N=c1sc2cc(C)ccc2n1C,?,1%,4%,-6%,-1%,?,1.2%,i,i,-49%,-1%
CCOc1ccc(NC(=O)CN2CCN(CC(=O)Nc3ccc(C(=O)OC)cc3)CC2)cc1,?,-2%,1%,-7%,0%,i,-1.5%[57.5 µM],i,i,2%,6%
Cc1cc(Nc2cccc(C)c2C)n2ncnc2n1,.,0%,16%,-3%,0%,.,-0.8%,.,.,2%,14%
O=C(c1cc2ccccn2n1)N1CCN(c2cccc(C(F)(F)F)c2)CC1,i,-2%,6%,?,3%,i,-1.4%[1.84 µM],?,i,1%,2%
Cc1ccc(CCNC(=O)C2CCN(S(=O)(=O)N3CCCC3)CC2)cc1,i,-4%,0%,8%,3%,i,-1.5%,i,i,-1%,3%
CCn1cc(C2=NC(c3ccccc3)CO2)c2ccccc21 (stereo unspecified),.,18%,-13%,-6%,-1%,.,-1.8%,.,.,-9%,0%
CCOC(=O)c1nnn(-c2nonc2N)c1CN1CCc2ccccc2C1,?,-3%,-2%,14%,-1%,i,-0.1%[57.5 µM],i,i,2%,7%
CC1CCN(C(=O)c2ccc(NS(C)(=O)=O)cc2)CC1,i,-3%,4%,-5%,-1%,?,-1.1%,i,i,1%,5%
CC1CCCC(NC(=O)c2ccc3c(=O)n(CC4CCCO4)c(=O)[nH]c3c2)C1C (stereo unspecified),i,-15%,-1%,-4%,-13%,i,-2.8%,1.4e-08M*,1.4e-08M*,3%,0%
COC(=O)c1ccccc1S(=O)(=O)N(Cc1ccco1)Cc1cc2cc(OC)ccc2[nH]c1=O,i,-3%,23%,-20%,-4%,?,4.4%,1.2e-07M*,1e-07M*,-38%,-2%
Cc1cc(C(=O)Nc2cccnc2)cs1,i,-3%,-8%,-18%,-3%,i,-0.9%,i,i,-1%,-3%
CC(=O)c1ccc(NC(=O)CCNS(=O)(=O)c2cccc3nonc23)cc1,i,-8%,4%,7%,-7%,i,1.1%,i,i,2%,2%
CCN(CC)C(=O)c1sc(N)c(C#N)c1C,.,-1%,5%,?,-1%,.,0.0%,.,.,1%,-2%
Cc1c(NC(=O)C(CC(=O)O)NCc2ccco2)c(=O)n(-c2ccccc2)n1C (stereo unspecified),i,.,.,.,.,i,.,i,i,-4%[25.5 µM],2%[20.6 µM]
C=CCOC(=O)C1=C(C)NC(=O)NC1/C=C/c1ccccc1 (stereo unspecified),.,?,22%,24%,-10%,.,0.3%[9.22 µM],.,.,3%,6%
Cn1c(SCc2nnc3n2CCCCC3)nc2ccccc21,i,-1%,1%,4%,3%,i,0.4%[57.5 µM],i,i,4%,3%
CC(C)CC(NC(=O)OC(C)(C)C)C(=O)NC(C(=O)NC(C)C(N)=O)C(C)C (stereo unspecified),i,0%,-3%,5%,1%,i,1.4%[57.5 µM],i,i,-1%,0%
C=C1CSc2nc(=O)c3c4c(sc3n21)CCC4,.,-1%,10%,-2%,20%,.,-1.9%,.,.,1%,5%
CCCCC1CCC(c2nc(-c3cccnc3)no2)CC1 (stereo unspecified),.,19%[11 µM],?,35%[activator],-18%[9.17 µM],.,-0.2%[0.0738 µM],.,.,3%,0%
Cc1ccc(Nc2nc(C(=O)NCc3ccco3)cs2)cc1,?,-8%,-7%,?,-3%,?,-4.3%,?,i,-19%,0%
COc1ccc(Cl)cc1S(=O)(=O)N1CCN(Cc2ccc3c(c2)OCO3)CC1,i,-5%,?,-18%,0%,i,1.2%,i,i,1%,5%
CCN(CC)Cc1c(O)ccc2c(C)c(CC(=O)OC)c(=O)oc12,i,.,.,.,.,i,.,1.2e-05M*,1.1e-05M*,0%[25.5 µM],-4%[20.6 µM]
O=S(=O)(NC1CCCC1)c1ccccc1Cl,?,-2%,3%,-2%,4%,?,1.1%,i,i,3%,0%
CCOc1ccc(-c2nc(C#N)c(N3CCOCC3)o2)cc1,.,-12%,7%,?,-12%,.,-0.5%,.,.,-2%,-3%
c1ccc2cc(C3=NCCN3)ncc2c1,.,?,5%,18%,8%,.,.,.,.,1%,-1%
Cc1ccc(C)c([C@@H]2NC(=O)c3ccccc3N2)c1,i,-6%[11 µM],13%[7.6 µM],11%[11.5 µM],3%[9.17 µM],i,1.2%[9.22 µM],1.9e-07M*,1.9e-07M*,0%[11.4 µM],-2%[9.22 µM]
